Screening results: PubChem, National Center for Advancing Translational Sciences (NCATS)
SW480 rereplic: A quantitative high throughput screen for small molecules that induce DNA re-replication in SW480 colon adenocarcinoma cells | SW480 DNA re-replication, Hoechst DNA content imaging, 48 h | Potency, µM (titrated, usually from 46.1 µM), for the others: at the top dose re-replication activation, hits mostly activators | hit rate 1.8% among 340,000 | AID 624297, 2012; also: potency is read from the fitted curve at half-maximal effect; % of control where 0% means no effect; nearly all actives have a fitted effect of over 55% in size
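Compounds, transferred as 23 nL by pin tool, were incubated with cells for 48 hr; DNA content per nucleus was then quantified by Hoechst staining and fluorescence plate imaging.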
ATXN2 expr inh: Primary qHTS for Inhibitors of ATXN expression. hit rate 0.72% among 360,000. Potency, µM (doses to about 57 µM), without a hit: top-dose activity change, negative = inhibition, usual class: inhibitors. HEK-293 ATXN2-luciferase reporter, luminescence, 24 h; also: potency is read from the fitted curve at half-maximal effect; % is scaled to controls: 0 for no effect and ±100 for the full control effect; nearly all actives have a fitted effect of over 55% in size
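qHTS (up to 57 uM final) was run with 24 h compound exposure of reporter cells at 37 °C. Each well was multiplexed: SteadyGlo luminescence measured ATXN2-luciferase expression after a fluorogenic Gly-Phe-AFC viability readout (25 uM final).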
HT1080 IDH1KD tx: qHTS for induction of synthetic lethality in tumor cells producing 2HG: qHTS for the HT-1080-IDH1KD cell line; hit rate 2% among 360,000; AID 686971, 2013; Potency, µM (highest dose often 46.1 µM), inactives show top-dose activity, negative = toxicity, most hits filed as cytotoxic; HT-1080 IDH1 knockdown viability, ATP luminescence, 48 h;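 also: potency is read from the fitted curve at half-maximal effect; 0% = DMSO wells and -100% = cell-free medium wells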
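HT-1080-IDH1KD cells (IDH1 knocked down), 750/well in RPMI with 5% FBS, treated with compound 48 h at 37 degrees C. Viability by CellTiter-Glo luminescence, normalised to DMSO and no-cell wells; concentration-response curves classed.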
MCF10A rereplic: A quantitative high throughput screen for small molecules that induce DNA re-replication in MCF 10a normal breast cells. MCF 10A DNA re-replication, Hoechst nuclear intensity, 48 h. hit rate 2.9% among 350,000. AID 624296, 2012. Potency, µM (doses to about 46.1 µM), without a hit: at the highest dose activity, positive = re-replication, usual class: activators; also: potency is read from the fitted curve at half-maximal effect; % of control where 0% means no effect; nearly all actives have a fitted effect of over 50% in size
IL-1B inflam inh: qHTS for Inhibitors of Inflammasome Signaling: IL-1-beta AlphaLISA Primary Screen; activity change, % at 57.5 µM; THP-1 LPS/ATP IL-1B secretion, AlphaLISA, 16 h; active compounds read low; hit rate 4.7% among 360,000; in the data active = activity change below about -50%; inconclusive = mostly about -30% to -49%; also: % is scaled to controls: 0 for no effect and ±100 for the full control effect
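Secreted IL-1B measured by AlphaLISA bead assay after 16 h compound exposure of THP-1 cells; compounds (final up to 57.5 uM) added 1 h before LPS (250 ng/mL) and ATP (1.25 mM) stimulation; lower signal means less secretion.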
HT1080NT lethal: qHTS for induction of synthetic lethality in tumor cells producing 2HG: qHTS for the HT-1080-NT fibrosarcoma cell line; HT-1080-NT fibrosarcoma viability, CellTiter-Glo ATP luminescence, 48 h; Potency, µM (series often up to 46.1 µM), without a hit: top-dose activity, negative = less viability, hits mostly cytotoxic; hit rate 1.6% among 360,000;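 also: NT is the 2HG producing partner of a matched IDH1 knockdown line; potency is read from the fitted curve at half-maximal effect; 0% = DMSO-treated cells and -100% = media-only wells without cells; nearly all actives have a fitted effect of over 55% in size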
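Viability of the 2HG-overproducing fibrosarcoma line after 48 hours of compound exposure at 37 degrees C was determined by luminescence with CellTiter-Glo, and concentration-effect curves were then fitted and categorized.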
KB-V1 MDR tox: qHTS assay for MDR1-selective chemotherapeutics: Primary screen using the drug-selected MDR subline cells KB-V1; KB-V1 MDR cells viability, CellTiter-Glo, 72 h; Potency, µM (titrated, usually from 46.1 µM), for the others: top-dose activity change, negative = cytotoxicity, hits mostly cytotoxic; hit rate 3.4% among 400,000; AID 1347076, 2019; also: potency is read from the fitted curve at half-maximal effect; % is scaled to controls: 0 for no effect and ±100 for the full control effect; nearly all actives have a fitted effect of over 60% in size
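Compound-treated KB-V1 multidrug-resistant cells, 72 h, 37 degrees C; viability by CellTiter-Glo. Fitted qHTS curves give the values.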
KB-3-1 tox: qHTS assay for MDR1-selective chemotherapeutics: Primary screen using the parental adenocarcinoma cell KB-3-1; KB-3-1 viability, CellTiter-Glo ATP luminescence, 72 h; Potency, µM (top dose mostly 46.1 µM), without a hit: at the top dose activity change, negative = cytotoxic, most hits filed as cytotoxic; hit rate 1.4% among 400,000; also: potency is read from the fitted curve at half-maximal effect; % is scaled to controls: 0 for no effect and ±100 for the full control effect; nearly all actives have a fitted effect of over 60% in size
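Using CellTiter-Glo luminescence, growth of non-resistant KB-3-1 adenocarcinoma cells is assessed 72 h after pin-tool compound addition at 37 °C. Normalized responses across the concentration series yield fitted curves.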
S2 tox: Viability Counterscreen for Primary qHTS for Inhibitors of ATXN expression | S2 cells (HEK-293 line with an ATXN2-luciferase reporter) viability, CellTiter-Fluor protease fluorescence, 24 h | Potency, µM (doses to about 56.7 µM), actives largely listed as cytotoxic | hit rate 0.49% among 400,000; also: potency is read from the fitted curve at half-maximal effect; nearly all actives have a fitted effect of over 40% in size
* marks the source's active call; other numbers are inactive results; i = inactive; u = inconclusive; x = not tested or not shown; [ ] = another dose, or the depositor's remark. Unless noted, calls follow the shape of the dose curve; as a rule, active = well fitted curve in the direction sought with a large enough effect; inconclusive = small, poorly fitted or top-dose-only effect, or another doubt; inactive = no such curve, though single readings can be large; an effect the other way counts as inactive or inconclusive.

Labels used below: A = SW480 rereplic; B = ATXN2 expr inh; C = HT1080 IDH1KD tx; D = MCF10A rereplic; E = IL-1B inflam inh; F = HT1080NT lethal; G = KB-V1 MDR tox; H = KB-3-1 tox; I = S2 tox
1. COc1cccc(C(=O)C2CCCN(Cc3cccc(-n4nc(C)cc4C)c3)C2)c1 (stereo not drawn)
  A = 9% | B = x | C = -21% | D = 11% | E = 16 | F = -15% | G = 0% | H = u | I = i

2. Cc1nn(C)cc1C(=O)/C=C/c1ccc([N+](=O)[O-])cc1
  A = u | B = 14% | C = u | D = u | E = -99* | F = 23µM* | G = u | H = u | I = i

3. COc1ccc(C(=O)N2CCN(C(=O)Cc3ccccc3)CC2)cc1OC
  A = -2% | B = 0% | C = -5%[9.24 µM] | D = 1% | E = 18 | F = 3% | G = -1% | H = 6% | I = i

4. CCCCOc1ccc(S(=O)(=O)NC(=O)C2(C)CCN2C(=O)c2cccc(F)c2)cc1 (stereo not drawn)
  A = x | B = 4% | C = 20% | D = x | E = 1 | F = 2% | G = -3% | H = 0% | I = i

5. O=c1nc(-c2ccccc2)nc(-c2ccccc2)[nH]1
  A = -144%[inhibitor] | B = -14% | C = 3% | D = -7% | E = 13 | F = -15% | G = 7% | H = -3% | I = i

6. CC(=O)c1sc(NC(=O)c2cccs2)nc1C
  A = -22% | B = 17% | C = u | D = 0% | E = 6 | F = u | G = -1% | H = -16% | I = i

7. Cc1ccc2[nH]c(-c3cccc(F)c3)cc(=O)c2c1
  A = 0.82µM* | B = 14% | C = 1.5µM* | D = 1.2µM* | E = 64 | F = 1.6µM* | G = -2% | H = 0.41µM* | I = i

8. COc1cccc(/C=c2\sc3nc(-c4cccs4)nn3c2=O)c1OC
  A = -8% | B = -2% | C = 14% | D = 3% | E = -14 | F = 5% | G = 0% | H = 0% | I = u

9. O=C(COc1ccccc1CNC[C@H]1O[C@@H](n2ccc(=O)[nH]c2=O)[C@H](O)[C@@H]1O)N1CCCCC1
  A = x | B = 6% | C = 13% | D = x | E = 0 | F = 11% | G = 11% | H = 0% | I = i

10. CCN(c1ccccc1C)S(=O)(=O)c1cc2c3c(c1)CCC(=O)N3CCC2
  A = 6% | B = 11% | C = 3% | D = 11% | E = 0 | F = -1% | G = -5% | H = 17% | I = i

11. CC(=O)N1c2ccc(S(=O)(=O)N3CCC(C(=O)N4CCN(c5cc(Cl)ccc5C)CC4)CC3)cc2CC1C (stereo not drawn)
  A = 1% | B = -24% | C = -7% | D = 12% | E = -16 | F = -13% | G = 0% | H = 0% | I = i

12. CCn1c(SCC(=O)Nc2cc(C)on2)nnc1-c1cccs1
  A = 3%[9.22 µM] | B = -14% | C = 4% | D = 8% | E = -15 | F = 8% | G = -2% | H = -11% | I = i

13. CN1C(=O)c2ccccc2Sc2ccc(NC(=O)Cc3ccc(Cl)cc3)cc21
  A = x | B = u | C = x | D = x | E = x | F = x | G = -20% | H = 4% | I = i

14. C[C@H](CO)N1C[C@H](C)[C@@H](CN(C)C(=O)NC2CCCCC2)OCc2cnnn2CCCC1=O
  A = x | B = -4% | C = -7% | D = x | E = 16 | F = -2% | G = 10% | H = -4% | I = i

15. CCOC(=O)c1sc(C)c2c1NC(c1ccc(N(C)C)cc1)NC2=O (stereo not drawn)
  A = 28% | B = 1% | C = -14% | D = 26% | E = -17 | F = -3% | G = -7% | H = 0% | I = i

16. COc1ccc(S(=O)(=O)Cc2ccc(C(=O)NCc3ccco3)o2)cc1
  A = 2% | B = -1% | C = 4% | D = -1% | E = -22 | F = 2% | G = -1% | H = -5% | I = i

17. O=C(O)C1CSC(c2ccc3c(c2)OCO3)N1 (stereo not drawn)
  A = 1% | B = 30%[activator] | C = 4% | D = 18% | E = 29 | F = -2% | G = 1% | H = -1% | I = i

18. Cc1cc(C)n(-c2nc3c(c(=O)[nH]c(=O)n3C)n2Cc2ccc(F)cc2)n1
  A = -3% | B = -5% | C = 17% | D = 1% | E = 11 | F = 3% | G = 0% | H = -9% | I = i

19. C[C@H]1CC[C@@]2(O[C@H](CCO)C[C@H](O)[C@H]2O)O1
  A = 1% | B = 9% | C = 7% | D = 0% | E = 20 | F = 9% | G = 0% | H = 16% | I = i

20. COc1cccc(NC(=O)CN(C)CC(=O)Nc2ccccc2-c2ccccc2)c1
  A = u | B = 4% | C = -1% | D = -11% | E = -6 | F = 2% | G = -8% | H = -7% | I = i

21. CC(C)n1nnnc1C(c1ccc(F)cc1)N1CCN(C2CCCC2)CC1 (stereo not drawn)
  A = 2% | B = -7% | C = 7% | D = -5% | E = -7 | F = 4% | G = 3% | H = 4% | I = i

22. CCN(Cc1ccccc1)S(=O)(=O)c1cc(C(=O)NCC2CCCCC2)ccc1OC
  A = 9% | B = -24% | C = -26% | D = 5% | E = u | F = -10% | G = 0% | H = -11% | I = i

23. O=[N+]([O-])c1cccnc1Oc1ccc(F)cc1
  A = u | B = 0% | C = -2% | D = 4% | E = -14 | F = 4% | G = 6% | H = 0% | I = i

24. CCCCC(=O)N1CCN(c2nc(-c3ccc(F)cc3)cs2)CC1
  A = -7% | B = -36% | C = -12% | D = u | E = -17 | F = -15% | G = u | H = -14% | I = i

25. CCOc1ccc(CCNC(=O)c2cc3c(-c4ccccc4F)nn(C)c3s2)cc1
  A = x | B = 2% | C = x | D = x | E = x | F = x | G = -10% | H = 3% | I = u

26. Cn1c(=O)c2c(nc3n2CC(CO)O3)n(C)c1=O (stereo not drawn)
  A = -3% | B = 18% | C = 6% | D = 12% | E = 11 | F = 5% | G = 8% | H = 1% | I = i

27. CSc1nnc2ccc(-c3ccccn3)nn12
  A = -2% | B = 0% | C = -1% | D = 0% | E = -12 | F = 5% | G = -1% | H = 3% | I = i

28. Cc1cc(C2CC(=O)Nc3ccccc3S2)c(C)s1 (stereo not drawn)
  A = -2% | B = -23% | C = 9% | D = -3% | E = -3 | F = -1% | G = 2% | H = -1% | I = i

29. COc1ccc(N2C(=O)C3C4C=CC(C4)C3C2=O)c([N+](=O)[O-])c1 (stereo not drawn)
  A = -7% | B = -13% | C = 6% | D = 2% | E = 23 | F = 10% | G = 0% | H = -31% | I = i

30. Cc1ccc(SCCc2cc[n+](CC(=O)c3ccccc3)cc2)cc1
  A = -3% | B = x | C = -1% | D = -1% | E = -151* | F = 1% | G = -2% | H = 4% | I = i

Sorted by heavy-atom count (smallest number first): some entries from above.
Labels used below: A = SW480 rereplic; B = ATXN2 expr inh; C = HT1080 IDH1KD tx; D = MCF10A rereplic; E = IL-1B inflam inh; F = HT1080NT lethal; G = KB-V1 MDR tox; H = KB-3-1 tox; I = S2 tox
27. CSc1nnc2ccc(-c3ccccn3)nn12
  A = -2% | B = 0% | C = -1% | D = 0% | E = -12 | F = 5% | G = -1% | H = 3% | I = i

30. Cc1ccc(SCCc2cc[n+](CC(=O)c3ccccc3)cc2)cc1
  A = -3% | B = x | C = -1% | D = -1% | E = -151* | F = 1% | G = -2% | H = 4% | I = i

25. CCOc1ccc(CCNC(=O)c2cc3c(-c4ccccc4F)nn(C)c3s2)cc1
  A = x | B = 2% | C = x | D = x | E = x | F = x | G = -10% | H = 3% | I = u

22. CCN(Cc1ccccc1)S(=O)(=O)c1cc(C(=O)NCC2CCCCC2)ccc1OC
  A = 9% | B = -24% | C = -26% | D = 5% | E = u | F = -10% | G = 0% | H = -11% | I = i

Other structures
Labels used below: A = SW480 rereplic; B = ATXN2 expr inh; C = HT1080 IDH1KD tx; D = MCF10A rereplic; E = IL-1B inflam inh; F = HT1080NT lethal; G = KB-V1 MDR tox; H = KB-3-1 tox; I = S2 tox
31. O=C(CNC(=O)c1ccco1)NC1CCCCCC1
  A = -315%[inhibitor] | B = 6% | C = 4% | D = -9% | E = -2 | F = -6% | G = 0% | H = -4% | I = i

32. CC(Oc1ccc(Cl)cc1)C(=O)N1CCN(C(=O)c2ccco2)CC1 (stereo not drawn)
  A = -10% | B = -14% | C = -4% | D = -5% | E = 17 | F = -1% | G = 21µM* | H = -1% | I = i

33. CCNC(=O)C1CCCN(C(=O)c2ccc(-c3ccccc3)cc2)CC1 (stereo not drawn)
  A = x | B = 5% | C = 17% | D = x | E = 5 | F = 6% | G = -1% | H = 0% | I = i

34. C[C@H](CO)N1C[C@H](C)[C@@H](CN(C)C(=O)Nc2ccc3c(c2)OCO3)Oc2ccc(NC(=O)Cc3ccccc3)cc2C1=O
  A = 5% | B = 2% | C = 10% | D = 11% | E = -13 | F = 3% | G = u | H = 8% | I = i

35. C=CCn1c(SCc2cc(=O)n3ccsc3n2)nc2sc(C)c(C)c2c1=O
  A = -3% | B = -3% | C = 1% | D = -3% | E = 20 | F = 3% | G = u | H = u | I = i

36. COC(=O)c1cc(C)sc1NC(=O)CCCC(=O)O
  A = -16% | B = 2% | C = -9% | D = -1% | E = 0 | F = -7% | G = 11% | H = 13% | I = i

37. CC(C)(C)c1ccc(NC(=O)Nc2ccc(F)cc2)cc1
  A = 0% | B = 86%[activator][11.3 µM] | C = -20% | D = 0% | E = u | F = -12% | G = -19% | H = u | I = u

38. Clc1ccc(Cn2c(CN3CCCC3)nc3ccccc32)cc1
  A = 22% | B = u | C = x | D = u | E = x | F = x | G = x | H = x | I = u

39. N#Cc1ccccc1OCC(=O)OCC(=O)NC1CCCC1
  A = -5% | B = -6% | C = 2% | D = u | E = 2 | F = -3% | G = x | H = x | I = i

40. Clc1ccc(C2=Nn3c(nnc3-c3cccnc3)SC2)s1
  A = -9% | B = -9% | C = 6% | D = 1% | E = 31 | F = 0% | G = -12% | H = 10% | I = i
